PABP1 MLLE inh: blocks PAM2 peptide binding to the PABP1 MLLE domain. P11940. GST-MLLE / FITC-PAM2 fluorescence polarization. inhibition, % at 20 µM. 360,000 compounds, 0.36% hits; in the data active = inhibition above about 35%, passing the limit was not always enough;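 note: plate controls were DMSO wells with GST-MLLE for no effect and wells lacking GST-MLLE protein for full effect; some results filed as inactive read as strong as hits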
MsrA inhibitor: inhibits bovine methionine sulfoxide reductase A; purified bovine MsrA, absorbance read-out; inhibition, % at 15.5 µM; 360,000 compounds, 0.75% hits; AID 651718; in the data active = inhibition above about 4.5%;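 note: 0% = vehicle wells with enzyme and 100% = reference inhibitor wells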
Rin1-Abl PPI inh: inhibitors of human Rin1-Abl protein interaction. TR-FRET Rin1/Abl binding, biochemical. 360,000 compounds, 0.4% hits. AID 588664. inhibition, % at 7.35 µM. P00519+Q13671; in the data active = inhibition above about 5%, passing the limit was not always enough
CSN deneddyl inh: blocks human CSN-mediated cullin deneddylation. Q92905. Purified CSN, SCF-Nedd8-OG deneddylation, fluorescence polarization. inhibition, % at 12.5 µM. 360,000 compounds, 0.38% hits. AID 651999;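 active = pattern-corrected inhibition above about 35%, with an unprinted fluorescence ratio check between 0.5 and 1.5, limit read from the data, passing the limit was not always enough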;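 note: 0% = enzyme with substrate and 100% = substrate without enzyme; some results filed as inactive read as strong as hits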
Target sequence (Q92905 whole entry, looked up, one chain of several): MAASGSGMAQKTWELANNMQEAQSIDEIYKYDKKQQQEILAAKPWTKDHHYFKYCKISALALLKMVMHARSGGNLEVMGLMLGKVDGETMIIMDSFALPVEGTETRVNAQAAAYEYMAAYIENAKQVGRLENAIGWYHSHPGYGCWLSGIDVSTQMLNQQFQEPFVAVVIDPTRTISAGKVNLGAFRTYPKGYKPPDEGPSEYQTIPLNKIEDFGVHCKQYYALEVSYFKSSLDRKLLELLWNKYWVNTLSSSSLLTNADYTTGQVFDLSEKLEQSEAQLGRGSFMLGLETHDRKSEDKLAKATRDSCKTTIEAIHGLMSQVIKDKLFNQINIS
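Assay system: HEK293T-derived human Csn5 enzyme; quantity: 0.24 nM enzyme; medium: Tris/NaCl/DTT buffer, pH 7.5; also added: substrate SCFSkp2-Nedd8OG, 10 nM; doses: 12.5 µM compound; schedule: 90 min reaction at room temperature; signal: FP; read-out: % inhibition of substrate cleavage by Csn5; benchmarks: substrate-only high control, full reaction low control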
Neddylation inh: cullin neddylation inhibition | P61081+Q13564 | TR-FRET cullin neddylation, biochemical | AID 651699 | 360,000 compounds, 0.58% hits | calls only at 25 µM; in the data active = inhibition above about 36%
Target sequence (P61081 whole entry, looked up): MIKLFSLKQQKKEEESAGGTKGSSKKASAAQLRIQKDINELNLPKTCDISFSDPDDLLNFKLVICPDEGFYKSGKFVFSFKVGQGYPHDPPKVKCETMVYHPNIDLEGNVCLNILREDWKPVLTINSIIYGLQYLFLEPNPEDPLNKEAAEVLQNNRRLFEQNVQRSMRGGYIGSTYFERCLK
Target sequence (Q13564 whole entry, looked up): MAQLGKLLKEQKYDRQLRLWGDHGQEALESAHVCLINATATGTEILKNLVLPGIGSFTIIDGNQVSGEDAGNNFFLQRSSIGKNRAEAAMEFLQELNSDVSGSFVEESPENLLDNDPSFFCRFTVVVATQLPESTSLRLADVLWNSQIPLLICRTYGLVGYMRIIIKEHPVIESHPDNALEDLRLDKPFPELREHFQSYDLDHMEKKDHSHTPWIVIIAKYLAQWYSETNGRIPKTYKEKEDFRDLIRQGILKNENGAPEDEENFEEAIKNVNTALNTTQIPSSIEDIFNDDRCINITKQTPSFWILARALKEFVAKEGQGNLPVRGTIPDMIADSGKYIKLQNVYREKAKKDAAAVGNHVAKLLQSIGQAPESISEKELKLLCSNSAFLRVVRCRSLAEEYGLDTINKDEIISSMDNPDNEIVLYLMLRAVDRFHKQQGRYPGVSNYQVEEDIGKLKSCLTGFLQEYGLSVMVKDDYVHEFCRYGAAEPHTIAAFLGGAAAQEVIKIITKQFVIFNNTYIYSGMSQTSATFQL
eLon inh: inhibitors of E. coli Lon protease; purified E. coli Lon protease, fluorescence polarization; 360,000 compounds, 0.42% hits; P0A9M0; inhibition, % at 7.94 µM; in the data active = inhibition above about 13%, passing the limit was not always enough;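 note: 0% = enzyme with probe and DMSO and 100% = no enzyme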
bovine MsrA act: activators of bovine methionine sulfoxide reductase A | purified bovine MsrA, absorbance read-out | activation, % at 10.6 µM | 360,000 compounds, 0.3% hits | AID 602163; in the data active = activation above about 7.5%;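 note: 0% = vehicle and 100% = reference activator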
TbMetRS inhib: blocks T. brucei methionyl-tRNA synthetase activity. purified T. brucei MetRS, ATP depletion, Kinase-Glo luminescence. inhibition, % at 11.9 µM. 360,000 compounds, 0.4% hits. AID 624268;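 active = inhibition above a per-plate cutoff of the control wells' mean inhibition plus 3 SD, cut at about 5.5% in these data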;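 note: 0% = DMSO wells median and 100% = median of wells with control inhibitor compound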
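Test system – parasite MetRS enzyme · Reagent – substrates ATP, L-methionine and bulk Escherichia coli tRNA · Doses – 11.9 µM compound single dose, 0.9% DMSO · Times – 15 min enzyme-compound preincubation, 2 h reaction, 10 min detection, 25 °C · Signal – Kinase-Glo luminescence, ATP depletion format · Controls – DMSO-only wells as low control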
FAS-TE inh: FAS thioesterase (human) inhibition; recombinant FAS-TE, OMFH fluorogenic substrate, fluorescence endpoint; inhibition, % at 15 µM; AID 602261; 360,000 compounds, 0.67% hits; P49327;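 active = compounds whose normalised, plate-corrected inhibition of enzyme fluorescence in the single-dose primary screen is 50% or more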;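 note: 0% = DMSO with enzyme and 100% = substrate without enzyme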
* = called active by the depositor; i = inactive; . = not tested or not shown.

nr	smiles	PABP1 MLLE inh	MsrA inhibitor	Rin1-Abl PPI inh	CSN deneddyl inh	Neddylation inh	eLon inh	bovine MsrA act	TbMetRS inhib	FAS-TE inh
1	OC[C@@H]1CN(Cc2ccc3c(c2)OCO3)C[C@H](n2cnc3c(NC4CC4)ncnc32)O1	0.4	-0.5	1.3	-3.6	i	-13.1	-3.1	-0.3	-7.7
2	c1ccc(-c2cc(-c3ccccc3)on2)cc1	8.7	0.8	-0.3	0.3	i	-2.8	-3.7	-0.4	0.0
3	CC(NC(=O)C1CCC(C(=O)NC(C)c2ccccc2)CC1)c1ccccc1 (stereo not drawn)	-4.1	-0.9	-3.4	-0.1	i	3.6	-10.1	-1.1	-4.1
4	C#CCO[C@@H]1C[C@H](n2cnc3c(NC(=O)c4ccccc4)ncnc32)O[C@@H]1CO	12.0	-1.4	-0.2	-3.1	i	-7.2	-2.5	-0.2	1.9
5	COc1ccccc1-c1nnc(NC(=O)c2ccc(S(=O)(=O)N3CCOCC3)cc2)o1	0.6	1.4	-0.1	2.2	i	1.5	-3.1	-0.3	-2.5
6	O=C(c1ccc(Cl)c(S(=O)(=O)N2CCOCC2)c1)N1CCCCCC1	-7.0	-1.4	0.2	2.8	i	0.3	-5.4	-0.4	-4.0
7	CCN(CC)CCNC(=O)c1ccc(NC(=O)Cc2ccccc2F)cc1	5.6	-0.7	-1.0	-2.3	i	4.1	-3.8	0.0	-2.8
8	Cc1c(C(=O)NCc2ccc3c(c2)OCO3)sc(=O)n1Cc1ccc(S(=O)(=O)N(C)C)cc1	-3.6	-1.4	0.5	0.6	i	-7.7	-8.2	-0.1	7.8
9	CC(C)OC(=O)CC(=O)CSc1nc2c(cc1C#N)CCCCCC2	12.6	1.4	1.0	-1.8	.	8.2	-3.1	-1.2	16.4
10	C=Cc1ccc(C(=O)NC2CCCN(Cc3ccccc3F)C2)cc1 (stereo not drawn)	10.3	0.3	-3.3	-1.0	i	-2.8	-2.4	-1.0	4.7
11	Cc1ccc(S(=O)(=O)CCc2nnc(NC(=O)C3CCCCC3)s2)cc1	0.2	0.7	-2.1	1.6	i	3.9	-2.4	0.4	0.4
12	COc1ccc2[nH]cc(CCNS(=O)(=O)Cc3ccccc3)c2c1	-13.0	-0.2	3.0	-2.8	i	-12.7	-5.9	-1.6	0.1
13	O=C(COC(=O)c1ccccc1OCC(=O)Nc1ccc(Br)cc1)Nc1ccccc1	2.1	-0.8	-4.3	-5.0	i	0.8	-9.1	-0.8	-6.2
14	CCC1(CC)NC(=O)N(CC(=O)OCC(=O)Nc2ccccc2[N+](=O)[O-])C1=O	6.1	0.6	-1.7	-5.1	i	-0.8	-3.4	-0.5	-4.0
15	Cc1sc2nc(SCC(=O)N(C)C)[nH]c(=O)c2c1C	-22.3	0.6	0.9	5.1	i	-5.9	-3.8	-0.6	-4.0
16	Cc1cc(=O)oc2cc(NC(=O)c3c(Cl)cnn3C)ccc12	8.4	1.1	-0.8	3.6	i	-4.0	-1.4	-0.2	0.9
17	CCOC(=O)N1CCC(N(CCN(C)C)C(=S)Nc2cc(C)ccc2C)CC1	23.1	0.4	-5.0	1.9	i	4.9	-4.2	0.2	-14.8
18	COC(=O)CNc1nc(C2CC2)nc2c1nnn2Cc1ccccc1Cl	3.6	-0.6	-3.1	3.4	i	-0.9	-3.8	-0.9	1.4
19	CC(NC(=S)Nc1ccc(OC(F)F)c(Cl)c1)C(C)(C)C (stereo not drawn)	13.3	0.6	0.3	1.7	i	9.7	-16.3	3.2	12.1
20	COc1cccc(OCCSc2nc(N)cc(N)n2)c1	17.9	.	2.9	2.2	i	-7.9	-2.1	-0.6	-6.3
21	O=C(NCCCN1CCOCC1)C1CCN(S(=O)(=O)c2ccccc2)CC1	22.9	-0.9	-0.5	2.4	i	-3.5	-1.7	-0.4	-6.9
22	Cc1ccc(Nc2c(-c3ccc(N(C)C)cc3)nc3ncccn23)cc1	-37.5	-0.8	-3.6	0.1	i	-10.4	-2.9	0.3	2.2
23	CC1(c2ccccc2)NC(=O)N(CC(=O)Nc2cc(S(=O)(=O)N3CCOCC3)ccc2Cl)C1=O (stereo not drawn)	9.2	-0.3	-0.7	-4.3	i	1.6	-4.3	-0.8	-1.4
24	CCOC(=O)c1oc2cccc(O)c2c1CN1CCOCC1	0.9	1.1	0.9	7.9	i	0.6	-0.3	-0.1	-7.5
25	CCOc1ccccc1C(=O)N[C@H](C(=O)Nc1nc2c(s1)CCCC2)C(C)C	-10.6	2.0	5.0	0.7	i	7.6	-3.4	-0.5	22.4

An excerpt from above in order of their number in eLon inh, largest number first.
| no. | SMILES | PABP1 MLLE inh | MsrA inhibitor | Rin1-Abl PPI inh | CSN deneddyl inh | Neddylation inh | eLon inh | bovine MsrA act | TbMetRS inhib |
| --- | --- | --- | --- | --- | --- | --- | --- | --- | --- |
| 7 | CCN(CC)CCNC(=O)c1ccc(NC(=O)Cc2ccccc2F)cc1 | 5.6 | -0.7 | -1.0 | -2.3 | i | 4.1 | -3.8 | 0.0 |
| 23 | CC1(c2ccccc2)NC(=O)N(CC(=O)Nc2cc(S(=O)(=O)N3CCOCC3)ccc2Cl)C1=O (stereo not drawn) | 9.2 | -0.3 | -0.7 | -4.3 | i | 1.6 | -4.3 | -0.8 |
| 10 | C=Cc1ccc(C(=O)NC2CCCN(Cc3ccccc3F)C2)cc1 (stereo not drawn) | 10.3 | 0.3 | -3.3 | -1.0 | i | -2.8 | -2.4 | -1.0 |

Additional compounds.
nr	smiles	PABP1 MLLE inh	MsrA inhibitor	Rin1-Abl PPI inh	CSN deneddyl inh	Neddylation inh	eLon inh	bovine MsrA act	TbMetRS inhib	FAS-TE inh
26	C=CCn1c(SCC(N)=O)nnc1-c1cc2c(s1)CCC(CC)C2 (stereo not drawn)	-30.2	-0.8	0.9	-13.5	i	-5.1	-1.7	0.0	-10.2
27	CCOC(=O)c1cnc2c(C#N)c(C)nn2c1C	-3.7	0.7	-2.3	-2.3	i	-10.0	-0.7	-0.9	-6.0
28	Cc1ccccc1N1C(=O)Cc2ccccc2C1=O	22.2	0.1	0.4	-3.9	i	-8.7	-2.5	0.1	5.0
29	N#CCN1CCC2(O)CCCCC2C1c1ccc2c(c1)OCO2 (stereo not drawn)	3.5	0.0	-1.5	-0.6	i	2.3	1.3	-0.7	-2.9
30	O=C(CNC(=O)c1ccccc1F)NCCN1C(=O)S/C(=C\c2ccccc2Cl)C1=O	2.9	1.4	0.9	5.5	i	-2.4	-3.6	-0.1	21.6
31	Cc1ccc(C(=O)C=CC=Cc2ccccc2)cc1	-4.8	-0.1	-1.4	1.6	i	-3.3	-8.7	-0.4	11.6
32	NC(=O)C1CCN(C(=O)CSCc2ccccc2Cl)CC1	1.6	0.8	3.0	5.9	i	-6.0	-4.4	0.2	-0.4
33	Cc1cc(NC(=O)c2ccoc2C)ccc1Br	-11.8	0.3	-1.5	-7.5	i	-9.1	-4.4	-0.2	12.6
34	CC(=O)Nc1ccc(C(=O)Nc2nc(-c3cc(C)n(Cc4ccccc4)c3C)cs2)cc1	-38.8	0.9	-1.7	20.9	i	-41.4	-5.4	0.6	2.2
35	CCOC(=O)[C@H]1[C@H]2COc3ccc(Cl)cc3[C@@H]2N2C(=O)[C@@H](C)NC(=O)[C@@]12C	-0.8	0.1	1.5	3.7	i	-17.3	-0.2	-0.1	-0.7
36	CCc1c(C2(O)CCCCC2)[nH]c2cnccc12	-2.2	0.1	1.5	-5.9	.	6.2	-4.1	-0.2	-6.4
37	CC(NS(=O)(=O)c1ccc(Br)cc1)C(=O)Nc1nc2ccccc2[nH]1 (stereo not drawn)	20.4	0.8	2.4	1.2	i	4.4	-3.5	0.2	1.8
38	CCOC(=O)CCCNC(=O)CSc1nc2ccc(OCC)cc2[nH]1	8.7	-1.0	2.6	3.1	i	-9.9	-0.6	0.1	-4.1
39	C[C@@H]1CC[C@]2(O[C@H](CCO)C[C@H](O)[C@H]2O)O1	6.2	1.1	-2.8	-0.5	i	-5.2	-0.9	-0.3	-13.7
40	Cc1ccccc1OCc1nnc(SC(C)C(=O)O)n1-c1ccccc1 (stereo not drawn)	-16.0	-0.1	-3.4	-4.4	i	-4.4	1.1	0.0	-1.9
41	O=C(c1ccco1)c1cn(CC(=O)N2CCCc3ccccc32)c2ccccc12	6.2	1.4	3.8	-4.7	i	-8.2	-1.8	-0.8	12.9
42	CCn1c(COc2ccccc2C)nnc1SCC(=O)CC(=O)Nc1ccccc1OC	-93.8	1.2	0.1	0.8	i	-1.2	-2.5	-0.9	4.9
43	CC(C)C(=O)Nc1ccccc1Cc1ccccc1	-11.8	-1.1	-1.8	1.5	i	-1.0	-7.7	-0.6	-9.2
44	CCNS(=O)(=O)c1ccc(NC(=O)c2ccc(Cn3cc([N+](=O)[O-])cn3)o2)cc1	-3.0	0.7	4.6	-2.5	i	-7.7	-4.9	0.5	1.9
45	COc1ccc2c(c1)C(NC(=O)C(F)(F)F)CC2=O (stereo not drawn)	4.8	-0.5	1.9	3.5	i	-7.3	0.0	0.5	-5.4
46	Cc1onc(-c2ccccc2Cl)c1C(=O)Nc1cccnc1	6.1	-0.3	1.9	-4.8	i	0.3	-0.4	-0.1	-10.1
47	O=[N+]([O-])c1cccnc1N1CCN(c2ccc(F)cc2)CC1	-13.5	0.8	-0.7	-9.8	i	2.6	-2.7	0.2	21.3
48	N#Cc1ccccc1OCC(=O)NNC(=O)CNC(=O)c1ccc(Br)o1	11.9	-0.5	0.4	-4.9	i	9.2	-3.2	-0.2	-7.7
49	COc1ccc(OC)c(NC(=O)CSc2nnc(Cc3cccn3C)n2-c2ccc(F)cc2)c1	-11.9	-0.6	-4.5	-0.7	i	2.4	-1.3	0.1	1.7
50	Cc1ccc(-c2cc(C(=O)NCC3CCCO3)c3ccccc3n2)cc1C (stereo not drawn)	15.7	-1.2	-2.6	7.5	i	3.2	-1.9	-0.4	-2.1

(further entries)
nr	smiles	PABP1 MLLE inh	MsrA inhibitor	Rin1-Abl PPI inh	CSN deneddyl inh	Neddylation inh	eLon inh	bovine MsrA act	TbMetRS inhib	FAS-TE inh
51	Cc1cc(C(=O)N2CCC2(C)C(=O)Nc2cccc3c2CCCC3)nn1C (stereo not drawn)	-6.5	0.1	0.9	0.4	i	0.1	-2.2	0.0	-6.6
52	Cc1nn(C)c(C(=O)NC(=S)Nc2ccc([N+](=O)[O-])cc2)c1Cl	39.9*	1.8	-3.9	5.8	i	3.1	-3.5	0.1	-3.0
53	Cc1ccccc1N=C1NC(=O)CS1	-14.4	0.0	-2.9	5.9	i	-3.9	2.6	-0.2	-5.6
54	COc1ccccc1NS(=O)(=O)CC12CCC(CC1=O)C2(C)C (stereo not drawn)	3.6	-0.7	0.1	3.1	i	-0.1	-2.2	-0.1	-4.1
55	O=C1c2ccccc2C(=O)N1CCN1CCCCC1	1.3	-0.1	-0.1	2.7	i	3.1	-5.1	-1.4	-2.4
